PGC1a acetyl inh = lowers PGC1a acetylation signal in U2OS cells; AlphaScreen anti-acetyl-lysine; with virally co-expressed GCN5 acetyltransferase; inhibition, % at 15.6 µM; 0.17% of 350,000 active;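 active = every replicate shows inhibition of at least 40%; inconclusive = mean inhibition at least 40% but some replicate below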;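 note: 0% = neutral control wells and 100% = positive control wells; some results beyond the cut were filed as inactive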
Statin myotox sup = protects C2C12 myotubes from simvastatin toxicity; ATP luminescence, 48 h; scaled: DMSO 0, geranylgeraniol control 100; rescue of ATP level, % at 7.49 µM; 0.78% of 330,000 active; AID 602340;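 active = mean ATP rescue above about 67%, or every replicate alone reaching that limit, limit read from the data, passing the limit was not always enough; inconclusive = no clear call, values can overlap the other calls; inactive = mean under the limit and some replicate under it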;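 note: myotubes were challenged with 10 µM simvastatin during compound exposure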
Cneo AK release = causes C. neoformans cell lysis; adenylate kinase release luminescence, 4 h; normalised: neutral wells 0, clomiphene wells 100; AID 651654; lysis activity, % at 15 µM; 0.2% of 360,000 active;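 active = mean lysis activity across replicates of at least 80%, whatever share of replicates individually reach that level; inactive = mean lysis activity below 80%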
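Material – Cryptococcus neoformans yeast cells · Quantity – 5 × 10^6 yeast cells/mL · Buffer or medium – YPD medium · Compound – single dose · Timing – 4 h static compound exposure, 37 °C, read 1 h post-reagent · Signal – adenylate kinase release luminescence · Read-out basis – lysis from increased AK signal · Benchmarks – Clomiphene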
PAX8 inh HTS = lowers PAX8-driven luciferase in RMG-I cells; RMG-I TPO-luciferase reporter, SteadyGlo, 24 h; inhibition, % at 12.6 µM; 1.2% of 360,000 active; AID 652154;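 active = mean replicate inhibition at least 60% with every replicate also reaching 60%; inconclusive = only one of the two criteria is met; inactive = mean below 60% and not all replicates reaching 60%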;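 note: luciferase light reporting Pax8 driven TPO promoter activity; plate controls were median of neutral control wells for no effect and mitoxantrone controls for full effect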
ARNT-TACC3 inh = disruptors of human ARNT/TACC3 interaction; 0.66% of 390,000 active; Q9Y6A5; AlphaScreen His-ARNT PAS-B/GST-TACC3 binding, luminescence; TACC3 fragment carries E629A point mutation; inhibition, % at 9.99 µM;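 active = mean inhibition of replicates at least 50% and at least half of replicates each reaching 50%; inconclusive = half or more replicates reach 50% but mean below 50%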;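 note: 0% = complete ARNT plus TACC3 wells and 100% = ARNT alone without TACC3; many hits fall short of the cut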
PglD DTNB = inhibitors of Campylobacter jejuni PglD acetyltransferase. purified PglD enzyme, DTNB colorimetric CoA detection. inhibition, % at 12.5 µM. 0.098% of 360,000 active; in the data active = inhibition above about 16%, passing the limit was not always enough; inconclusive = no clear call, values can overlap the other calls; note: strong numbers were not always called active
GSIS activator = primary screen for activators of insulin secretion dependent on glucose, INS-1E cells, GLuc reporter luminescence. 0.61% of 370,000 active. INS-1E GLuc reporter insulin secretion, 2-3 h. activation, % at 16.6 µM;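 active = lowest replicate activation of at least 40%, so every replicate reaches that level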;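 note: 0% = median of neutral control wells and 100% = median of IBMX positive control wells; some compounds called inactive have numbers as strong as hits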
LGR2 inh = inhibitors of bursicon-induced Drosophila LGR2 receptor cAMP signaling | HEK293 LGR2, CRE-luciferase, bursicon-stimulated, 4 h | inhibition, % at 9.99 µM | 0.35% of 380,000 active;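 active = drop in luminescence signal, shown as inhibition above about 50% in the replicate tests, limit read from the data, passing the limit was not always enough; inconclusive = probably only some replicates passing the limit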;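 note: agonist challenge used bursicon conditioned medium at about half maximal strength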
The depositor's hits bear a star; ? = inconclusive; . = no result given.

SMILES	PGC1a acetyl inh	Statin myotox sup	Cneo AK release	PAX8 inh HTS	ARNT-TACC3 inh	PglD DTNB	GSIS activator	LGR2 inh
COc1ccc(/C=N/n2c(C)nnc2C)c(OC)c1	-5	.	1	.	-8	2	.	.
Cc1ccc(CNC(=O)c2ccc(N3CCCC3=O)cc2)cc1	2	8	1	.	.	2	12	-3
COc1cc(CCN(C(=O)c2cc3ccccc3[nH]2)C(C)c2nc3ccccc3[nH]2)cc(OC)c1 (stereo not drawn)	7	14	21	34	.	-5	22	-28
O=C(Nc1cccc(Cl)c1)c1ccc(=O)[nH]n1	7	-6	0	-10	0	4	8	-7
COc1ccnc(Oc2ccccc2)c1C(=O)N/C=N/OCc1ccccc1	.	.	.	-9	3	.	-7	-7
COc1ccc(S(=O)(=O)Nc2ccc3c(c2)C(=O)N([C@@H](C)CO)C[C@@H](C)[C@H](CN(C)S(=O)(=O)c2cn(C)cn2)OCCCC[C@@H](C)O3)cc1	-23	.	-1	-26	-5	-1	5	-9
O=C(CCCN=C1NS(=O)(=O)c2ccccc21)OCC(=O)N1CCc2ccccc21	-3	7	0	10	-1	-1	.	.
CCOC(=O)C[C@H]1c2ccc(C(F)(F)F)cc2S(=O)(=O)N1c1cccc(OC)c1	.	9	-4	2	.	7	.	.
COc1ccc(NC(=O)N(C)C[C@H]2Oc3ccc(NC(=O)CCCN(C)C)cc3C(=O)N([C@@H](C)CO)C[C@@H]2C)cc1	-2	-1	1	-22	-5	5	12	-5
C/C=C(\C)CN1CCN(c2ccc(C)cc2)CC1	14	8	-3	.	-6	7	.	.
CCSc1nc2c(c(=O)[nH]1)C(c1ccncc1)C(C(=O)OC)=C(C)N2 (stereo not drawn)	3	-1	-1	.	-3	5	.	.
O=C(C[C@H]1CC[C@@H](NC(=O)C2CCC2)[C@H](CO)O1)NCC1CC1	-5	8	-1	8	-1	-9	11	-2
Cn1c(SCc2ccccn2)nnc1-c1ccccc1	6	.	.	-11	-6	.	0	-33
COC(=O)[C@@H](NC(=O)Nc1ccccc1F)C(C)C	2	.	-1	.	-5	-7	.	.
Cc1ccc(S(=O)(=O)Nc2ccc3c(c2)C(=O)N([C@H](C)CO)C[C@@H](C)[C@H](CN(C)Cc2ccc(C(F)(F)F)cc2)OCCCC[C@@H](C)O3)cc1	-8	.	118*	102*	3	-1	-5	19
O=C(c1cccnc1)N1CC(=O)N2[C@@H](CO)[C@@H](c3ccc(C#CCC4CCCC4)cc3)[C@@H]2C1	-6	.	.	12	.	.	-25	-9
CCc1ccc2c(c1)NC(=O)C2(C)Cc1ccc(OC(F)(F)F)cc1 (stereo not drawn)	.	-4	3	32	.	-4	-11	5
Cc1ccc(-c2noc(CN(C(=O)CCN3C(=O)c4ccccc4C3=O)C(C)C)n2)cc1	-8	6	-2	.	22	19	.	.
C=CCn1c(SCC(=O)NCC2CCCO2)nc2sc(CC)cc2c1=O (stereo not drawn)	0	-8	-2	-4	-1	-3	2	11
Cc1cccc(NC(=O)CN2C(=O)N/C(=C\c3cccn3-c3cccc(C(=O)O)c3)C2=O)c1	9	.	.	-1	1	.	10	7
C[C@H]1CN([C@@H](C)CO)S(=O)(=O)c2ccc(-c3ccc(C(=O)N(C)C)cc3)cc2O[C@H]1CN(C)C(=O)Cc1ccccn1	7	16	3	-29	-13	2	-3	-4
Nc1c2c(nc3sc4c(c13)CCCC4)-c1ccccc1CC2	-4	-29	0	-68	-1	3	10	-44
Cc1noc(C)c1S(=O)(=O)Nc1ccc2c(c1)C(=O)N([C@H](C)CO)C[C@@H](C)[C@@H](CN(C)C)OCCCC[C@H](C)O2	-1	.	0	-26	-5	-3	28	8
COc1ccccc1C(=O)NNC(=O)C(=O)NC1CCCCC1	-3	-11	0	13	.	-2	8	-2
Cc1oc2cc3oc(=O)ccc3cc2c1C	-4	2	-3	-61	17	3	14	-15
Carrying on:
SMILES	PGC1a acetyl inh	Statin myotox sup	Cneo AK release	PAX8 inh HTS	ARNT-TACC3 inh	PglD DTNB	GSIS activator	LGR2 inh
Cc1cccc(-c2nnn(C/C(N)=N/O)n2)c1	.	.	.	-24	-7	.	-2	-5
O=C(CP(=O)(c1ccccc1)c1ccccc1)N1CCCCC1	.	19	-3	.	-4	-3	.	.
CC(OC(=O)c1nn(C)c(=O)c2ccccc12)C(=O)NCc1ccc2c(c1)OCO2 (stereo not drawn)	-2	4	-1	-12	-12	4	.	.
Cc1ccc(OCC(=O)Nc2ccc(S(=O)(=O)N(C)C3CCN(C)CC3)cc2)c(C)c1	.	-3	-1	-2	2	-1	-2	-16
C/C=C/c1cnc2c(c1)C(=O)N([C@H](C)CO)C[C@@H](C)[C@H](CN(C)C(=O)Nc1ccccc1F)O2	9	-7	-5	.	-4	3	5	3
O=CNc1cc2c(cc1Br)-c1ccccc1C2O (stereo not drawn)	6	6	-1	-11	0	-3	-1	-8
COc1ccccc1-c1ccc2c(c1)O[C@@H](CN(C)CC1CC1)[C@@H](C)CN([C@@H](C)CO)S2(=O)=O	3	-16	.	.	.	.	-1	-3
Cc1ccc2nc(N3CCC(C(=O)O)CC3)nc(-c3ccccc3)c2c1	0	.	-1	.	.	-5	9	.
COC(=O)CN(c1ccc(OC)c(OC)c1)S(C)(=O)=O	-1	3	3	.	-6	-5	.	.
COc1cc(OC)cc(C(=O)N2CCN(C(=O)c3cccc(F)c3)CC2)c1	3	-13	0	.	5	6	.	.
CCN(CC)CCNC(=O)CNC(=S)N(CCCN1CCOCC1)Cc1cccs1	4	0	-3	-9	-10	0	-4	1
Cc1ccc(S(=O)(=O)N(CC(=O)NC2CCCCCC2)c2ccccc2F)cc1	4	-17	1	.	-23	4	-15	-7
Cc1cccc(Cn2nc(-n3cccc3)c3c(C)cc(C)nc32)c1	-7	.	.	-19	-8	.	-8	0
CC1(C)OC(c2ccccc2)=C/C(=C/C=N/NC(=O)c2ccncc2)O1	2	.	.	-5	31	.	-55	0
Cc1ccc(OCC(=O)Nc2cccc(S(=O)(=O)N3CCCCC3)c2)c([N+](=O)[O-])n1	.	.	.	15	-5	.	1	-5
COC(=O)c1ccc(C(=O)N(C)C2CCCN(Cc3ccccc3F)C2)cc1 (stereo not drawn)	-17	6	-1	0	-5	-5	6	7
CCOC(=O)C1=C(N)Oc2ccc3ccccc3c2C1c1cccnc1 (stereo not drawn)	41	39	0	.	.	3	.	.
Cc1csc(=O)n1CC(=O)OCC(=O)NCc1ccc(F)cc1	.	2	0	-19	-2	2	4	7
Cc1cc(C)c(NC(=O)/C=C\C(=O)O)c(Cl)c1	-5	.	2	-3	0	5	14	7
O=C(NC1CCCC1)C(c1ccco1)N(Cc1ccccc1)C(=O)c1csnn1 (stereo not drawn)	-3	-3	1	-14	0	-3	.	.
Cc1ccc2cc(-c3noc(C4CCCO4)n3)c(=O)[nH]c2c1 (stereo not drawn)	2	-4	0	-75	5	4	6	-19
C#CCN1C=CC(=O)[C@@H](OC(=O)Nc2ccc(OC)cc2)[C@H]1c1ccccc1Br	0	1	0	-14	8	2	-10	-12
O=S(=O)(Nc1nc2ccccc2nc1Nc1ccc(N2CCOCC2)cc1)c1cc(Cl)ccc1Cl	.	.	-1	-5	-16	5	-2	13
COc1ccccc1N1CCN(C(=O)c2cc(C)on2)CC1	-6	-21	7	-3	-5	1	-3	14
O=C(Cc1ccsc1)N1CCN(S(=O)(=O)c2cc(C(F)(F)F)cc(C(F)(F)F)c2)CC1	.	.	2	2	-3	0	-15	-3
The list continues:
SMILES	PGC1a acetyl inh	Statin myotox sup	Cneo AK release	PAX8 inh HTS	ARNT-TACC3 inh	PglD DTNB	GSIS activator	LGR2 inh
CCCNC(=O)C1(C)CCN(Cc2ccc3ccccc3c2Br)C1 (stereo not drawn)	.	-16	-1	15	.	4	-6	6
COc1ccc(C(CCNC(C)c2ccccc2)c2ccc(F)cc2)cc1 (stereo not drawn)	-10	-12	4	81*	4	1	-5	2
COc1ccc(C2C(C(=O)N3CCN(C)CC3)c3cc(OC)c(OC)cc3C(=O)N2C)cc1 (stereo not drawn)	8	3	2	6	-9	0	-7	-10
NC(=O)c1ccccc1NS(=O)(=O)c1ccc(F)cc1	.	.	.	1	8	.	3	9
Cc1cc(C)nc(NC(=S)Nc2ccc(F)cc2F)c1	.	.	7	7	-4	2	-2	32
COc1ccccc1CNC(=O)C(=O)NCC1CCCN1S(=O)(=O)c1cc(C)ccc1C (stereo not drawn)	-16	5	1	4	.	0	-38	5
CCc1cc2c(N3CCN(C(=O)c4ccco4)CC3)ncnc2s1	2	0	3	21	-3	4	-6	-1
Cc1ccc(-n2c(SCC(=O)Nc3cccc(S(N)(=O)=O)c3)nc3ccccc32)cc1	.	.	.	27	-7	.	-15	16
Cc1cccc(C)c1NC(=O)CN(C)C(=O)CN1C(=O)NC(C)(C)C1=O	3	25	-1	-1	-6	-4	4	6
C[C@H]1CN([C@@H](C)CO)S(=O)(=O)c2ccc(-c3cncnc3)cc2O[C@H]1CN(C)C(=O)CN(C)C	?	-6	-3	.	2	2	9	13
CCCCNC(=O)CCC(=O)NNc1nc2ccccc2c2nc(-c3ccccc3)nn12	.	.	.	-1	-9	.	2	8
C[C@H]1CN([C@@H](C)CO)C(=O)Cc2cc(NS(=O)(=O)c3ccc(F)cc3)ccc2O[C@@H]1CN(C)C(=O)Nc1ccc2c(c1)OCO2	?	-10	.	-18	.	.	7	17
CC(=O)N(C)C[C@H]1OCc2ccccc2-c2ccccc2C(=O)N([C@@H](C)CO)C[C@H]1C	5	-8	-1	-6	-9	-3	9	-10
C=CCC[C@H](Cc1ccc(F)cc1)C(=O)OC[C@H](Cc1c[nH]c2ccccc12)NC(=O)[C@H](CC=C)CC(=O)N[C@H](CO)Cc1ccccc1	.	14	2	39	1	3	1	6
COc1cccc(C2=CC(c3cccs3)n3nnnc3N2)c1 (stereo not drawn)	1	19	2	-31	19	8	.	.
CC1(c2cc(F)ccc2F)NC(=O)N(CC(=O)Nc2cccc(S(=O)(=O)N3CCCC3)c2)C1=O (stereo not drawn)	.	4	9	18	5	1	-6	-28
CCCNC(=S)N1CCC(n2cnc3ccccc32)CC1	.	.	.	-10	-17	.	-7	-13
COC(=O)C12CCC(C)(c3nc4ccccc4nc31)C2(C)C (stereo not drawn)	2	.	.	-5	-3	.	2	5
O=C(c1ccccc1)N1CCCCC(S(=O)(=O)c2ccc3ccccc3c2)C1=O (stereo not drawn)	-15	25	1	.	-9	-5	3	-4
CC(C)(C)C(=O)Nc1nnc(CC(=O)NCc2ccccc2)s1	3	.	.	24	-1	.	-3	4
Cc1ccc(-n2ncc(C(=O)N3CCN(C(=O)c4ccco4)CC3)c2-n2cccc2)cc1	-2	0	-4	30	-10	-5	-12	4
O=C(c1ccco1)N(Cc1cccs1)C1CCS(=O)(=O)C1 (stereo not drawn)	-7	2	-1	.	-10	0	.	.
CC(=O)c1sc(NC(=O)C2(F)C(F)(F)C(F)(F)C(F)(F)C(F)(F)C2(F)F)nc1C	2	-475	136*	.	8	-2	-23	2
Cc1cc(NC(=O)c2ccc(Cn3nc(C)c(Br)c3C)o2)no1	2	5	1	.	3	0	6	10
CCOc1ccc(S(=O)(=O)Nc2ncn[nH]2)cc1	.	40	1	-22	-13	-5	30	-4
O=[N+]([O-])c1cc(-c2csc(NCCc3nc4cc(Cl)c(N5CCCCC5)cc4n3CCCO)n2)ccc1Cl	2	-59	0	14	-3	0	-1	1

Screens deposited in PubChem BioAssay by Broad Institute.

Compounds were not picked by outcome; 2.9% or so of the library scored in one or more.
